Assay outcomes as filed in PubChem BioAssay.
Nrf2 inh: inhibitors of Nrf2 signaling; A549 ARE-Fluc reporter, luciferase luminescence, 18-24 h; hit rate 2.1% among 360,000; Potency, µM (doses to about 46 µM), inactives show at the highest dose activity change, negative = inhibition, most hits filed as inhibitors; further: potency means the concentration at half of the fitted maximal effect; on the % scale 0 is the no-effect control and ±100 the full control effect; nearly all actives have a fitted effect of over 60% in size
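In this cell-based qHTS, ARE-driven firefly luciferase in A549 cells reports Nrf2 activity; the luminescent signal after BugLite lysis is the measured value, with a prior CellTiter-Fluor read for cell health.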
HepG2 viability: kills HepG2 cells in TGF-b inhibitor counter-screen | Potency, µM (highest dose often 46.1 µM), for inactives: top-dose activity change, negative = cytotoxicity, hits mostly cytotoxic | hit rate 0.76% among 410,000 | HepG2 CAGA-GFP viability, ATP luminescence, 18 h; further: potency means the concentration at half of the fitted maximal effect; some results filed as inactive show a strong effect at the top dose
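HepG2 CAGA-GFP cells (1000/well, DMEM with 1% FBS) received compound, then TGF-beta at 500 pg/mL final, and were incubated 18 hours at 37 degrees C. Viability was read by CellTiter-Glo luminescence. Media-only wells were set as complete cell-killing and DMSO as no toxicity.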
pAkt inh: blocks phosphorylation of Akt; hit rate 0.32% among 360,000; Neuro2A IGF-stimulated pAkt S473 HTRF, 20 min; hits give low values; activity change, % for hits at 50 µM; in the data active means activity change below about -80%; inconclusive means mostly about -51% to -80%; further: on the % scale 0 is the no-effect control and ±100 the full control effect
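Single-point screen (50 µM final compound) in Neuro2A cells stimulated 20 min with 6 nM IGF at 37 deg C. After lysis, Ser473-phosphorylated Akt read by HTRF (ex 330 nm, em 615/665 nm) as the 665/615 ratio.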
Abeta yeast res: restores growth of yeast expressing A-beta42 peptide. AID 1347071. hit rate 0.063% among 410,000. yeast expressing A-beta42, growth rescue, OD600, 48 h; response scale: 0% DMSO, 100% iron-clioquinol control. Potency, µM (doses to about 46.1 µM), without a hit: at the highest dose growth rescue, usual class: activators; further: potency means the concentration at half of the fitted maximal effect; nearly all actives have a fitted effect of over 55% in size
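Yeast growth medium received pinned compounds, then yeast cells expressing toxic A-beta were added; plates incubated at 30 C for 48 hr. Growth read as absorbance at 600 nm, normalized to DMSO and equimolar FeCl3 plus clioquinol controls.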
TGFb inhibitor: blocks TGF-b signaling. AID 588855. HepG2 CAGA-GFP TGF-b/SMAD3 reporter, GFP fluorescence, 18 h; TGF-beta stimulated, 500 pg/mL final. hit rate 1.2% among 410,000. Potency, µM (titrated, usually from 46.1 µM), for inactives: top-dose activity, negative = inhibition, usual class: inhibitors; further: potency means the concentration at half of the fitted maximal effect; on the % scale 0 is the no-effect control and ±100 the full control effect; nearly all actives have a fitted effect of over 65% in size
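Inhibition was scored as loss of TGF-beta-induced (500 pg/mL final, 18 hours, 37 degrees C) GFP in HEPG2 cells carrying a CAGA-GFP reporter, in DMEM with 1% FBS. Well GFP was summed per cell; Activity was normalised to unstimulated and stimulated DMSO wells, then concentration-response fitting.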
MmCpn inh: M. maripaludis TRiC chaperonin inhibition | Potency, µM (top dose mostly 76.9 µM), for the others: at the highest dose activity, negative = inhibition, most hits filed as inhibitors | purified Mm-Cpn ATPase, ADP Transcreener TR-FRET | hit rate 0.031% among 330,000; further: potency means the concentration at half of the fitted maximal effect; on the % scale 0 is the no-effect control and ±100 the full control effect; nearly all actives have a fitted effect of over 80% in size
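Purified archaeal Mm-CPN (25nM final) preincubated 10 min at 37degC with compound, then 10uM ATP for 30 min at 37degC; ADP measured by HTRF Transcreener TR-FRET; buffer 30 mM TRIS pH 7.4, 100mM KCl, 5mM MgCl2, 1mM DTT.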
CCT modulator: modulators of cytosolic chaperonin (CCT/TRiC) activity. purified chaperonin ATPase assay, HTRF ADP detection, 30 min. activity change, % (no concentration beside the values), hits read low. hit rate 0.3% among 360,000; in the data active means activity change below about -30%; further: on the % scale 0 is the no-effect control and ±100 the full control effect
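TRiC at 40 or 20 nM final (batch-dependent) in 30 mM Tris pH 7.4, 100 mM KCl, 5 mM MgCl2, 1 mM DTT, with compound at single 76 uM and 10 uM ATP, 30 min at 37 deg C. ADP detected by HTRF Transcreener, 665/615 ratio.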
Nrf2 ARE act: activators of Nrf2 (ARE) signaling. AREc32 ARE-luciferase reporter (MCF7-derived line), luminescence, 24 h. Potency, µM (titrated, usually from 46.1 µM), without a hit: at the highest dose activation, most hits filed as activators. hit rate 0.31% among 410,000. AID 624171; further: potency means the concentration at half of the fitted maximal effect; % of control where 0% means no effect; nearly all actives have a fitted effect of over 65% in size
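Luciferase luminescence (Steady-Glo, 30 min at room temperature) served as the read-out of ARE activation in AREc32 cells treated with compounds for 24 hr at 37 deg C.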
A549 viability: A549 cytotoxicity, counter-screen for Nrf2 inhibitors | A549 ARE-Fluc cells, CellTiter-Fluor viability, 18-24 h | Potency, µM (titrated, usually from 46 µM), inactives show at the top dose activity change, negative = cytotoxicity, most hits filed as inhibitors | hit rate 0.16% among 390,000 | AID 504648; further: potency means the concentration at half of the fitted maximal effect; on the % scale 0 is the no-effect control and ±100 the full control effect
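A549 ARE_Fluc cells in 5% FBS OPTI-MEM were exposed to compounds in concentration-response for 18-24 h at 37 deg C. Viability was read by CellTiter-Fluor fluorescence (Ex 405/Em 525) after 30 min, before the luciferase read.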
Numbers without * were called inactive; i = inactive; ? = inconclusive; · = no result given; & = joins results of further samples; [ ] = another dose, or the depositor's remark. Unless noted, the call rests on the fitted dose curve; in most records, active means well fitted curve in the direction sought with a large enough effect; inconclusive means small, poorly fitted or top-dose-only effect, or another doubt; inactive means no such curve, though single readings can be large; an effect the other way counts as inactive or inconclusive.

SMILES	Nrf2 inh	HepG2 viability	pAkt inh	Abeta yeast res	TGFb inhibitor	MmCpn inh	CCT modulator	Nrf2 ARE act	A549 viability
Cc1cc(C)n2nc3nc(N4CCCCC4)nc(-c4ccco4)c3c2n1	·	2.0%	i	5.4%	-24.1%	-1.8%	-3.1	10.7%	-0.9%
O=[N+]([O-])c1cc(C(F)(F)F)ccc1NCCOc1ccccc1	?	-28.1%	i	7.9%	?	1.4%	2.3	9.2%	?
Cc1ccc(-c2nnc(NC3CCCC3)s2)cc1	?	2.1%	i	32.0%	-11.4%	-4.0%	-9.4	-0.6%	1.1%
Cc1ccc(S(=O)(=O)CC(=O)NCc2ccc(Cl)cc2)cc1	1.9%	-4.6%	i	-3.7%	-5.3%	4.5%	-1.6	-0.7%	1.3%
O=C(O)c1cc(-c2ccc3c(c2)OCCO3)n[nH]1	1.0%	14.6%	i	-4.5%	16.3%	2.1%	0.0	-0.9%	-3.3%
CC1(C)NC(=O)N(CC(O)CN2C(=O)NC(C)(C)C2=O)C1=O	8.1%	9.2%	i	-25.8%	1.1%	-0.5%	-1.7	0.4%	·
CC(C)(C)c1ccc(S(=O)(=O)NC(=O)C2(C)CCN2C(=O)Cc2cccc3ccccc23)cc1 (centres undefined)	·	-18.7%	i	-8.3%	-2.1%	·	0.0	-0.5%	·
O=C(NNC(=O)C1CCC1)c1ccc(Cl)cc1	?	-19.9%	i	-1.4%	-8.4%	-1.7%	-0.2	-0.8%	0.4%
COc1ccccc1CNC(=O)CC1Sc2ccccc2NC1=O (centres undefined)	7.2%	11.2%	i	-5.2%	6.7%	-1.4%	1.2	2.5%	-15.7%
CCC(C)Sc1nc2c(c(=O)[nH]c(=O)n2C)n1CC(O)COc1ccccc1C (centres undefined)	-24.3%	-27.7%	i	8.9%	?	-3.8%	0.2	0.3%	-1.2%
Cc1ccc(/C=N/NC(=O)NN(C)c2ncc(C(F)(F)F)cc2Cl)cc1	?	-20.3%	i	13.8%	-0.1%	-1.0%	-4.2	0.3%	8.0%
O=C1c2oc3ccc(Cl)cc3c(=O)c2C(c2cccc(Br)c2)N1CCO (centres undefined)	-14.1%	4.6%	i	12.6%	-16.3%	0.6%	-17.0	0.6%	-13.6%
Cc1cc(C)nc(N2CCN(c3ccc(F)cc3)CC2)n1	-17.5%	-3.4%	i	-8.7%	-16.5%	-2.2%	-2.8	-0.9%	1.0%
CCOC(=O)C1=C(C)N(C)C(=S)N(C)C1c1ccc(OC)cc1 (centres undefined)	3.4%	1.9%	i	-25.1%	2.2%	-3.0%	-0.3	-0.7%	-0.5%
CC(=O)Nc1ccc(Nc2ncnc3c2c(-c2ccccc2)cn3-c2ccc(C)c(Cl)c2)cc1	·	-66.0%	·	-9.0%	?	·	·	-1.2%	-7.7%
CN(Cc1nc(-c2ccc(Cl)cc2)no1)C(=O)c1ccco1	3.4%	-1.6%	i	-11.4%	0.8%	-0.2%	0.0	4.4%	?
Cc1ccc(NC(=S)N2CCC(NC(=O)C3CCCCC3)CC2)cc1C	0.5%	-7.9%	i	-14.2%	-0.7%	2.1%	2.2	-0.5%	1.2%
NS(=O)(=O)c1ccc(NC(=O)COC(=O)CSc2n[nH]c(-c3ccccc3)n2)cc1	14.5%	-1.4%	i	-14.7%	-0.2%	1.4%	-0.5	-0.5%	4.5%
COCCn1c(SCc2ccc(C(=O)OC)o2)nnc1-c1c[nH]c2ccccc12	-14.1%	-16.8%	i	0.9%	3.1%	0.6%	-1.7	-0.3%	3.0%
O=C(Nc1nccs1)c1cc(Cl)ccc1[N+](=O)[O-]	-6.3%	-5.4%	i	5.4%	2.7%	0.5%	-5.3	-0.5%[9.22 µM]	?
CC(=O)Nc1ccc(S(=O)(=O)N(CCCN2CCOCC2)Cc2cccs2)cc1	-8.7%	-5.5%	i	-0.4%	-16.8%	-1.4%	-3.2	-0.3%	3.1%
O=C(C1CCCN1S(=O)(=O)c1ccc(Cl)c(Cl)c1)N1CCOCC1 (centres undefined)	10.9%	2.4%	i	14.5%	0.3%	1.5%	0.8	0.1%	0.3%
Cc1cccc(N(Cc2ccccc2)C(=O)c2cc(S(=O)(=O)N3CCOCC3)ccc2Cl)c1	?	-7.2%	i	2.3%	?	0.4%	-0.6	0.3%	-13.1%
CCOC(=O)CC(c1ccc(N)cc1)n1c(C)ccc1C (centres undefined)	-0.4%	-10.2%	i	-6.0%	0.6%	-0.3%	-1.3	4.7%	0.2%
CNc1ccc(C(=O)OCC(=O)Nc2ccnn2C(C)C)cc1[N+](=O)[O-]	0.7%	-5.9%	i	2.8%	-8.5%	-0.4%	0.7	0.1%	-0.9%
Cc1ccc(-c2nn[nH]n2)cc1	-3.2%	0.8%	i	-5.1%	-14.4%	2.5%	-0.8	-0.1%	-7.0%
CCOc1ccc(NC(=O)CCc2c(C)nn(-c3ccc(N4CCCCC4)nn3)c2C)cc1	4.1%	-21.7%	i	-3.8%	-8.9%	-0.7%	-2.0	-0.3%	-5.5%
O=S(=O)(c1ccc(Br)s1)n1cccn1	-8.4%	-1.4%	i	14.5%	0.6%	-0.1%	0.2	-0.1%	·
O=C(Nc1ncc2c(n1)-c1ccccc1OC2)c1cccc([N+](=O)[O-])c1	-23.2%	-5.0%	i	17.1%	2.7%	1.1%	-2.3	-0.2%	-7.2%
CC(C)(C)OC(=O)N1CCC(NC(=O)c2nc[nH]c2C(=O)N2CCN(C(=O)OC(C)(C)C)CC2)CC1	11.8%	7.3%	i	-3.7%	-4.8%	0.8%	0.8	0.5%	0.9%
Cc1c(C(=O)Nc2ccccc2)csc1-c1ccccc1	?	-27.2%	i	-12.6%	0.0%	-7.5%	-3.0	2.9%[9.22 µM]	1.7%
CCN(CC)C(=O)c1ccc2nc3ccccc3nc2c1	1.46µM*	-88.0%	i	2.2%	10µM*	-1.3%	-1.2	1.6%	?
CCNC(=O)C1(C)CCCN1C(=O)c1c(F)cccc1F (centres undefined)	·	-1.3%	i	-7.8%	-1.3%	·	0.8	0.3%	·
CCC1CN(C(=O)N2CCC(C(=O)NCc3cccc(F)c3)CC2)c2cc(C)ccc2O1 (centres undefined)	?	-23.4%	·	?	?	·	·	1.3%	3.0%
COc1ccc(-n2c(=O)c3c(C)c(C)sc3n(Cc3ccc(F)cc3)c2=O)c(OC)c1	?	17.9%&-7.2%	i	-10.6%&-2.6%	0.0%&-3.3%	0.5%	-1.2	-0.6%&-0.4%	-3.2%&-11.1%
Cc1nc(NC(=O)CSc2nnc(C3CC3)n2C)sc1C	?	8.5%	i	-14.2%	24.9%	0.6%	1.5	0.1%	-0.8%
OC1(c2ccccc2)CCN(Cc2ccccc2)C2CCCCC21 (centres undefined)	-12.5%	-3.0%	i	17.0%	-5.0%	-0.1%	-0.1	-0.7%	-12.3%
CC1(C)C(=O)N(CC(=O)Nc2cccc(F)c2)c2ccc(S(=O)(=O)N3CCCCC3)cc21	·	-3.8%	·	14.1%	-24.9%	·	·	4.0%	-1.1%
CN1C(=O)CSC1=Nc1ccc(F)cc1	-3.7%	0.2%	i	-3.4%	3.6%	1.2%	-0.9	2.1%	6.4%
COC(=O)CON1C(=O)c2ccccc2C1=O	-23.8%	-37.8%	i	11.6%	?	0.5%	-4.9	0.8%	-4.5%
Cn1nnnc1SCC(=O)Nc1nc2c(F)c(F)c(F)cc2s1	12.3%	-7.4%	i	0.9%	-14.3%	-0.4%	-2.4	13.1%	-7.4%
COc1ccc2[nH]c3c(c2c1)CCN1C(=O)N([C@@H](C)C(=O)NCc2ccc(F)cc2)C(=O)[C@]31C	-9.0%	-13.5%	i	-6.2%	-13.5%	-4.2%	-1.2	0.4%	-0.4%
Cc1ccc(NC(=O)CCN2C(=O)C3C4CCC(C4)C3C2=O)cc1[N+](=O)[O-] (centres undefined)	3.3%	-19.7%	i	5.1%	-38.0%	0.6%	-3.9	3.6%	5.4%
CC(Oc1ccc(Cl)cc1Cl)C(=O)NNC(=O)[C@@H]1CCCC[C@@H]1C(=O)O (some centres undefined)	-0.2%	-12.2%	i	15.2%	-14.3%	-0.8%	-2.8	-0.7%	-1.3%
Cc1ccc(Nc2c3c(nc4nncn24)CCC3)cc1C	-7.4%	-35.8%	·	-6.3%	·	·	·	3.7%	0.2%
CCOC(=O)CNC(=O)N(C)[C@H]1C[C@H]2c3[nH]c4ccccc4c3CCN2C[C@H]1[C@H](C)O	·	-56.0%	i	-29.6%	-3.5%	·	-1.1	4.8%	·
COc1ccc(/C=C(\NC(=O)c2ccc(C)cc2)C(=O)N2CCCCC2)cc1	0.8%	-17.8%	i	9.4%	-0.7%	-4.5%	-1.6	-0.9%	-7.5%
Cc1occc1-c1nnc(SCC(=O)Nc2ccccc2-c2ccccc2)n1C	-9.8%	-10.9%	i	-4.5%	-0.5%	-0.7%	-1.2	0.3%	-0.1%
CN(CC(O)Cn1c2ccccc2c2ccccc21)S(C)(=O)=O (centres undefined)	-16.9%	-33.4%	i	?	1.0%	2.9%	-3.1	-1.3%	16.8%
CC(=O)n1c2ccccc2c2nc3ccccc3nc21	?	3.6%	i	-8.5%	4.4%	0.8%	-2.0	9.1%	5.1%

An unsorted share of the library. About 4.3% of those tested had a hit in this group.
